LYP inhibition: inhibition of human PTPN22 tyrosine phosphatase – biochemical, DiFMUP fluorescence, recombinant catalytic domain, 10 µM, primary screen (AID 606). recombinant LYP catalytic domain, DiFMUP fluorescence; higher % means a stronger effect. inhibition, % at 10 µM; hits with a dose series show IC50 in µM. 52,000 tested, under 10 active;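 active means IC50 under 40 µM in the dose-response test; inactive means IC50 of 40 µM or more, or never dose-tested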
DPM-DC inhibit: S. pneumoniae DPM-DC inhibition; purified DPM-DC, PK/LDH coupled NADH fluorescence; calls only at 10 µM; 0.49% of 65,000 active; AID 556;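 active means the 320 compounds with the highest percent inhibition in the single-dose primary screen, excluding strongly autofluorescent ones, cut at about 32% in these data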;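 further: kinetic rate of NADH fluorescence loss reporting ADP formed by the decarboxylase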
HPDE-C7 viability: cytotoxicity in HPDE-C7 cells, cell-based, fluorescence, HTS (AID 430) | HPDE-C7 pancreatic duct cells viability, fluorescence; higher % means a stronger effect | cytotoxicity, % at 10 µM, or EC50 in µM where a hit was titrated | 1.8% of 63,000 active;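 further: cells exposed to compound for 48 hours before viability readout; 0% = vehicle and 100% = reference cytotoxic drug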
Bfl-1 displacement: displacement of Bid BH3 peptide from Bfl-1 – biochemical, fluorescence polarization, FITC-Bid, mouse, primary screen (AID 432). FITC-Bid BH3 peptide fluorescence polarization displacement; higher % means a stronger effect. displacement, % at 20 µM; hits with a dose series show IC50 in µM. 0.02% of 64,000 active; in the data active means a potency from the dose series; inactive means the rest, 99 in 100 with displacement below about 15%; further: strong numbers were not always called active
PMK inhibit: blocks S. pneumoniae phosphomevalonate kinase; 0.49% of 65,000 active; purified PMK, PK/LDH-coupled NADH absorbance 340 nm; AID 539; inhibition, % at 10 µM;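 active means top-ranked compounds by inhibition in the single 10 µM screen, taking a fixed number of the strongest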;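 further: 0% = full reaction with DMSO carrier and 100% = background rate without enzyme reaction; no value below 0 was filed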
KRASV12 cytotoxicity: viability loss of HPDE-C7K cells – cell-based, fluorescence, HTS, primary screen (AID 431). HPDE-C7K KRASV12 cells, Alamar Blue viability, 48 h; higher % means a stronger effect. 1.7% of 63,000 active. cytotoxicity, % at 10 µM, or EC50 in µM where a hit was titrated;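 active means compounds whose percent cytotoxicity in the single-dose primary screen, scaled between solvent and toxic-drug controls, exceeds 50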;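 further: 0% = DMSO solvent wells and 100% = doxorubicin-treated wells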
TNAP inhibition: human TNAP enzyme inhibitors, biochemical, luminescent (AID 518); purified TNAP enzyme, luminescent substrate readout; higher % means a stronger effect; 0.09% of 64,000 active; inhibition, % at 20 µM, or IC50 in µM where a hit was titrated; in the data active means a potency from the dose series; inactive means the rest, 99 in 100 with inhibition below about 22%;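 further: plate controls were vehicle for no effect and reference inhibitor for full effect; many of its hits are not listed in these tables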
HT1080 cytotoxicity: HT1080 cell viability loss – fluorescence readout (AID 620); cytotoxicity, % at 10 µM; hits with a dose series show EC50 in µM; HT1080 viability, fluorescence; higher % means a stronger effect; 0.42% of 87,000 active;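 further: cells exposed to compound overnight then 4 h with Alamar Blue; 0% = vehicle DMSO and 100% = killing control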
MK inhibit: blocks S. pneumoniae mevalonate kinase; 0.48% of 65,000 active; inhibition, % at 10 µM; purified MK, PK/LDH-coupled NADH absorbance 340 nm;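 active means ranked among the strongest by inhibition in the single 10 µM screen, a fixed top-ranked set picked for dose follow-up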; further: no value below 0 was filed
PMK inhibit pilot replicates: also measured in PMK inhibit; calls as there; inhibition, %; measured here: pilot screen replicates
MK inhibit pilot replicates: recorded beside MK inhibit, whose call it bears; inhibition, %; measured here: pilot screen replicates
DPM-DC inhibit pilot screen %: recorded beside DPM-DC inhibit, whose call it bears; inhibition, %; measured here: pilot screen trials
* = called active by the depositor; i = inactive; . = not tested or not shown. Unless noted, no stated cut-off is given here; in the data, active means cytotoxicity above about 50%; inactive means the rest. This is a random part of the collection. About 3.4% of those tested had a hit in this group.

SMILES | LYP inhibition | DPM-DC inhibit | HPDE-C7 viability | Bfl-1 displacement | PMK inhibit | KRASV12 cytotoxicity | TNAP inhibition | HT1080 cytotoxicity | MK inhibit | others
CCOc1cccc2sc(NC(=O)c3ccc(Br)s3)nc12 | 7% | . | -3% | 7% | 0 | 4% | 13% | 11% | 1
Cc1c(C)n(C(=O)CN2CCC(C(N)=O)CC2)c2ccccc12 | 2% | i | -2% | 4% | 12 | -10% | 9% | 2% | 6
O=c1cc(N2CCc3ccccc3C2)[nH]c(=O)n1-c1ccc(Br)cc1 | 8% | i | 3% | 2% | 4 | 4% | 4% | 7% | 1
O=C(C1CCCN(c2nnc(-n3cccc3)s2)C1)N1CCN(c2ccccc2)CC1 (stereo not given) | 3% | i | 22% | 1% | 10 | 12% | 5% | -12% | 5
CCN(CC)c1ccc2c(c1)C(=O)N(C)C2=O | 5% | i | 12% | 8% | 10 | 18% | 18% | -11% | 3 | PMK inhibit pilot replicates=5.0;MK inhibit pilot replicates=1.5;DPM-DC inhibit pilot screen %=6.0
O=C(NCCn1cc(SCC(=O)N2CCOCC2)c2ccccc21)c1ccccc1 | 9% | i | -18% | 3% | 2 | -20% | 4% | -8% | 4
CN1CCN(P(=O)(c2ccccc2)c2nc3ccccc3s2)CC1 (stereo not given) | -9% | i | 1% | -3% | 20 | -8% | 8% | -6% | 4
CC(C)(Oc1ccc(CCNC(=O)c2ccc(Cl)cc2)cc1)C(=O)O | 8% | i | 5% | 5% | 5 | -1% | 10% | -3% | 10 | PMK inhibit pilot replicates=4.0;MK inhibit pilot replicates=0.0;DPM-DC inhibit pilot screen %=0.0
CCOC(=O)CSCc1nc(-c2ccc(Cl)cc2)oc1C | . | i | -20% | 4% | 0 | -19% | -4% | -2% | 3
COC(=O)c1cccc(S(=O)(=O)N2CCC(NC(=O)Nc3cccc(F)c3)CC2)c1 | 6% | i | 6% | -7% | 7 | 4% | 10% | 20% | 4
CCOC(=O)Cc1csc(NC(=O)Cc2cccs2)n1 | 13% | i | 7% | -2% | 5 | 0% | 15% | 0% | 4
CCCC(=O)Nc1cc(-c2nnc(OC)c3ccccc23)ccc1N1CCOCC1 | . | i | -8% | 1% | 4 | 1% | 15% | 4% | 7 | PMK inhibit pilot replicates=0.0;MK inhibit pilot replicates=0.0;DPM-DC inhibit pilot screen %=2.0
COc1ccc(CNC(=O)C2CCCN(c3nc4ccccc4o3)C2)c(OC)c1 (stereo not given) | 18% | i | -8% | -1% | 18 | -8% | 3% | 36% | 4
COc1cccc(C(=O)N2CCN(Cc3cccc(F)c3)CC2)c1 | 4% | i | 4% | -9% | 10 | -10% | 14% | -1% | 6
COc1cc(OC)c(C2CC(=O)N3CN(C)CSC3=C2C#N)cc1OC (stereo not given) | -6% | i | 2% | 2% | 4 | -1% | 9% | -7% | 4
O=C(Nc1ccc(S(=O)(=O)N2CCCCCC2)cc1)c1ccco1 | -9% | i | -22% | 17% | 0 | -5% | 7% | 5% | 11 | PMK inhibit pilot replicates=2.0;MK inhibit pilot replicates=0.0;DPM-DC inhibit pilot screen %=2.5
O=C(NC1CCCc2ccccc21)C1CCN(c2c3c(nc4ncnn24)CCC3)CC1 (stereo not given) | -2% | . | -19% | 5% | 6 | 4% | 1% | -6% | 5
CCOC(=O)CC(=O)Nc1nnc(CC(C)C)s1 | 12% | i | -14% | -6% | 13 | -10% | 5% | -3% | 18
O/N=C/CCn1c(=S)sc2ccccc21 | . | i | 2% | -3% | 2 | -15% | 12% | 0% | 10
Cc1c(N=C2Nc3cccc4cccc2c34)c(=O)n(-c2ccccc2)n1C | 9% | i | -4% | -19% | 19 | -15% | 11% | 2% | 4
CCN(CC)C(=O)Cn1c(=O)n(-c2ccccc2)c(=O)n1CC(=O)N(CC)CC | 3% | i | -3% | -3% | 11 | 0% | 8% | 0% | 10
O=C(NC1=NCCS1)c1nc(-c2ccccc2)n(-c2ccccc2)n1 | 5% | i | 3% | 4% | 2 | 6% | 2% | 6% | 0 | PMK inhibit pilot replicates=0.0;MK inhibit pilot replicates=0.0;DPM-DC inhibit pilot screen %=2.0
COc1ccc(CCC(=O)NC2=NCCS2)cc1OC | 13% | i | 0% | -3% | 12 | 3% | 7% | 3% | 0
O=C(NCc1ccc(F)cc1)c1cc(S(=O)(=O)N2CCOCC2)ccc1F | 4% | i | -2% | -6% | 7 | -13% | 2% | -5% | 2
CCOc1ccccc1-c1nc(-c2ccc(NC(=O)Cc3ccc(OC)cc3)cc2)no1 | -2% | i | -8% | 25% | 6 | 0% | 9% | 2% | 4
Cn1c(=O)c2c(nc(CN3CCN(C(=O)c4ccco4)CC3)n2Cc2cccc(Cl)c2)n(C)c1=O | 6% | i | -6% | -1% | 11 | 9% | 8% | -2% | 8
CS(=O)(=O)N1CCC(C(=O)NCCC2=CCCCC2)CC1 | -2% | i | -12% | 3% | 0 | 5% | 15% | 5% | 3 | PMK inhibit pilot replicates=6.0;MK inhibit pilot replicates=2.0;DPM-DC inhibit pilot screen %=1.0
CC(=O)Nc1c(OC(C)=O)ccc2c(C)cc(=O)oc12 | . | . | -11% | -7% | 11 | 5% | 13% | 10% | 4
O=C(c1cnc(N2CCN(c3ncccn3)CC2)c2ccccc12)N1CCN(c2ccccn2)CC1 | 4% | i | 12% | -6% | 0 | 16% | 8% | -1% | 0
c1ccc(C2COC(c3cccs3)=N2)cc1 (stereo not given) | -2% | i | -21% | -12% | 12 | -16% | 10% | -8% | 2
Cc1nn2c(nc1=O)SCC(c1ccccc1)=N2 | 0% | i | . | . | 0 | . | . | -6% | 5
O=C(O)c1c(F)c(F)c(F)c(F)c1-c1ccc(Cl)cc1 | 12% | i | -2% | 0% | 17 | -8% | -1% | 2% | 5
Cc1cccc(Cn2c(CN3CCN(Cc4ccccc4)CC3)nc3c2c(=O)[nH]c(=O)n3C)c1 | 1% | i | 4% | -3% | 7 | 14% | -2% | 1% | 3
Cc1cccc2cc(COC(=O)C3CCCCC3)c(=O)[nH]c12 | 12% | i | 0% | -11% | 1 | -21% | 12% | 25% | 1
CC1(C)N=C(N)N=C(N)N1c1ccc(F)cc1F | 2% | i | -15% | -9% | 11 | -8% | 10% | -9% | 6
CC/C(=C1/C(=O)CC(C)(C)C(C(=O)OC)C1=O)N1CCCC1 (stereo not given) | . | i | 1% | 5% | 17 | -14% | 11% | 21% | 10
COC(=O)CCC(=O)Nc1ccc(Cl)c(Cl)c1 | . | i | -7% | -10% | 7 | 9% | 8% | -7% | 13
c1csc(C2C3=C(Nc4ncnn42)c2ccccc2OC3)c1 (stereo not given) | -4% | i | 9% | -5% | 3 | 9% | 5% | 1% | 7
CCOC(=O)c1oc2ccc(S(=O)(=O)N3CCC(C)CC3)cc2c1C | 11% | i | 17% | 0% | 11 | 12% | 0% | 3% | 0
O=S1(=O)CCC(SCc2nc3sccn3c2Br)C1 (stereo not given) | 12% | i | -6% | 2% | 6 | 2% | 10% | -12% | 5
Cc1cc(S(=O)(=O)NCc2ccc(S(N)(=O)=O)cc2)c(C)s1 | -4% | i | -17% | -5% | 11 | -10% | 14% | -6% | 0
CCc1ccccc1-n1c(SCC(=O)Nc2ccc3c(c2)OCCO3)nc2[nH]ncc2c1=O | 13% | i | 19% | 1% | 11 | 22% | -4% | 6% | 2
COCCNC(=O)C1CCN(S(=O)(=O)N2CCC3(CC2)OCCO3)CC1 | -1% | i | -16% | -6% | 17 | -9% | 1% | 11% | 5
CCCc1cc(=O)n2[nH]c(-c3ccc(C)cc3)cc2n1 | 19% | i | 10% | -1% | 9 | 13% | 4% | 10% | 4
O=C(c1ccccc1)N(Cc1ccc(F)cc1)C1CCS(=O)(=O)C1 (stereo not given) | . | i | -10% | -5% | 14 | 0% | 20% | -13% | 14
COc1ccc(NC(=O)CSc2nnc(Cc3cccn3C)n2-c2ccc(OC)cc2)cc1 | 12% | i | -29% | 4% | 0 | -16% | -3% | -8% | 13
OCCn1c(SCCOc2ccccc2F)nc2ccccc21 | 1% | . | . | . | 11 | . | . | 2% | 1
COc1ccccc1N(CC(=O)NCCSC(C)(C)C)S(C)(=O)=O | . | i | 6% | -1% | 0 | -4% | 6% | 0% | 0
CSc1cccc(NC(=O)CN(C)S(=O)(=O)c2ccccc2)c1 | 1% | i | 14% | 0% | 0 | 6% | 8% | 2% | 5 | PMK inhibit pilot replicates=0.0;MK inhibit pilot replicates=0.0;DPM-DC inhibit pilot screen %=1.0
COc1ccc(Cc2nnc(NC(=O)c3c(-c4ccccc4)noc3C)s2)cc1OC | 23% | i | -2% | 6% | 9 | 6% | 10% | 1% | 8
COc1ccc2occ(NC(C)=O)c2c1 | -16% | i | -10% | -7% | 9 | -3% | 4% | 0% | 0

Ordered by number of heavy atoms (largest number first): three of the compounds above
SMILES | LYP inhibition | DPM-DC inhibit | HPDE-C7 viability | Bfl-1 displacement | PMK inhibit | KRASV12 cytotoxicity | TNAP inhibition | HT1080 cytotoxicity | MK inhibit | others
COc1ccc(Cc2nnc(NC(=O)c3c(-c4ccccc4)noc3C)s2)cc1OC | 23% | i | -2% | 6% | 9 | 6% | 10% | 1% | 8
CSc1cccc(NC(=O)CN(C)S(=O)(=O)c2ccccc2)c1 | 1% | i | 14% | 0% | 0 | 6% | 8% | 2% | 5 | PMK inhibit pilot replicates=0.0;MK inhibit pilot replicates=0.0;DPM-DC inhibit pilot screen %=1.0
COc1ccc2occ(NC(C)=O)c2c1 | -16% | i | -10% | -7% | 9 | -3% | 4% | 0% | 0

Filtered by structure, the compounds so far containing an aryl methoxy group (10)
SMILES | LYP inhibition | DPM-DC inhibit | HPDE-C7 viability | Bfl-1 displacement | PMK inhibit | KRASV12 cytotoxicity | TNAP inhibition | HT1080 cytotoxicity | MK inhibit | others
CCCC(=O)Nc1cc(-c2nnc(OC)c3ccccc23)ccc1N1CCOCC1 | . | i | -8% | 1% | 4 | 1% | 15% | 4% | 7 | PMK inhibit pilot replicates=0.0;MK inhibit pilot replicates=0.0;DPM-DC inhibit pilot screen %=2.0
COc1ccc(CNC(=O)C2CCCN(c3nc4ccccc4o3)C2)c(OC)c1 (stereo not given) | 18% | i | -8% | -1% | 18 | -8% | 3% | 36% | 4
COc1cccc(C(=O)N2CCN(Cc3cccc(F)c3)CC2)c1 | 4% | i | 4% | -9% | 10 | -10% | 14% | -1% | 6
COc1cc(OC)c(C2CC(=O)N3CN(C)CSC3=C2C#N)cc1OC (stereo not given) | -6% | i | 2% | 2% | 4 | -1% | 9% | -7% | 4
COc1ccc(CCC(=O)NC2=NCCS2)cc1OC | 13% | i | 0% | -3% | 12 | 3% | 7% | 3% | 0
CCOc1ccccc1-c1nc(-c2ccc(NC(=O)Cc3ccc(OC)cc3)cc2)no1 | -2% | i | -8% | 25% | 6 | 0% | 9% | 2% | 4
COc1ccc(NC(=O)CSc2nnc(Cc3cccn3C)n2-c2ccc(OC)cc2)cc1 | 12% | i | -29% | 4% | 0 | -16% | -3% | -8% | 13
COc1ccccc1N(CC(=O)NCCSC(C)(C)C)S(C)(=O)=O | . | i | 6% | -1% | 0 | -4% | 6% | 0% | 0
COc1ccc(Cc2nnc(NC(=O)c3c(-c4ccccc4)noc3C)s2)cc1OC | 23% | i | -2% | 6% | 9 | 6% | 10% | 1% | 8
COc1ccc2occ(NC(C)=O)c2c1 | -16% | i | -10% | -7% | 9 | -3% | 4% | 0% | 0

Screening data: PubChem, several laboratories
